# All columns: NCI-60 one-dose screen, growth in % after 48 h at 10 µM unless noted; 100 = growth as untreated, 0 = no growth, -100 = all killed.
# KM12 – KM12 colon cancer cells; AID 1794800; 82,000 tested, 5% active
# HCT-15 – HCT-15 colon cancer. 82,000 tested, 5.2% active
# HT29 – HT29 colon cancer; AID 1794748; 81,000 tested, 7.4% active
# SNB-19 – SNB-19 CNS cancer cells. 81,000 tested, 2.5% active
# HCT-116 – HCT-116 colon cancer. AID 1794798. 82,000 tested, 7.3% active
# COLO 205 – COLO 205 colon cancer; AID 1794742; 79,000 tested, 7.3% active
# SW-620 – SW-620 colon cancer; AID 1794795; 82,000 tested, 5.2% active
# HCC-2998 – HCC-2998 colon cancer; 79,000 tested, 4.7% active
# SNB-75 – SNB-75 CNS cancer; AID 1794750; 79,000 tested, 5% active
# The depositor's hits bear a star; . = not tested or not shown; & = joins results of further samples. How the source made its calls: active means growth percent below 10; inactive means the rest.
compound	KM12	HCT-15	HT29	SNB-19	HCT-116	COLO 205	SW-620	HCC-2998	SNB-75
C[n+]1cccc(O)c1	104	94	.	107	108	107	97	94	99
Nc1cc(SCc2ccc([N+](=O)[O-])cc2)ncn1	103	98	103	103	96	104	109	97	99
COc1ccc(-c2nn(Cc3cc(OC)c(OC)c(OC)c3)c3c2-c2oncc2CC3)cc1	86	86	102	88	90	.	97	94	79
O=c1c(O)c(NC[C@H]2OC(O)[C@H](O)[C@@H](O)[C@@H]2O)c1=O (some centres undefined)	106	101	106	102	107	116	111	110	111
O=C(O)c1cc2c([nH]c3ccc(F)cc32)c(=O)s1	91	82	105	96	97	114	104	102	89
CN(CCCCCCCCNc1ccnc2ccccc12)Cc1ccc(-c2ccc(-c3ccc(C#N)cc3)s2)cc1	-69*	-82*	-55*	-15*	-86*	.	-76*	-90*	43
C/C(=N\Nc1ncc(-c2ccc3occc3c2)s1)c1cc2ccccc2o1	94	89	101	98	98	121	99	111	104
CCc1ccc(Nc2ccc3c(Oc4ccnc(C(=O)NC)c4)cccc3n2)cc1	81	52	72	95	67	66	98	92	74
Clc1ccccc1-c1nnc(-c2nc3ccccc3nc2Cl)o1	86	92	111	92	100	122	105	92	91
O=C(Oc1ccc(-c2ccc([N+](=O)[O-])cc2)cc1)c1ccccc1	107	87	95	107	106	100	97	103	77
Cc1ccc(S(=O)(=O)NC(CCCN=C(N)N)C(=O)O)cc1 (centres undefined)	112	99	104	107	99	105	103	103	88
COc1ccccc1N/N=C/c1ccc([N+](=O)[O-])cc1	95	96	96	96	105	106	95	101	100
CC(C)Cc1ccc(C(C)c2nnc(SCC(=O)N3N=C(c4ccc5ccccc5c4)CC3c3ccc(Cl)cc3)n2-c2ccccc2)cc1 (centres undefined)	67	59	74	87	51	87	96	88	76
CNc1cc(=S)nc(N)[nH]1	101	105	91	100	106	108	104	104	90
COc1ccc(/C=c2\sc(=C(C#N)C#N)[nH]c2=O)cc1	125	96	111	106	99	.	100	117	88
CCOC(=O)CCc1ccco1	116	126	89	96	101	100	106	97	115
CCC[C@@]1(CCc2ccccc2)CC(O)=C([C@H](CC)c2cccc(NS(=O)(=O)c3ccc(C(F)(F)F)cn3)c2)C(=O)O1	.	85	113	89	103	125	106	120	113
Cn1cccc1C(=O)C1C(c2cccc([N+](=O)[O-])c2)C2C3CCCCC3CN2C12C(=O)Nc1ccc(Cl)cc12 (centres undefined)	42	42	42	53	15	21	55	64	37
Cc1cc(C[P+](c2ccccc2)(c2ccccc2)c2ccccc2)c(C[P+](c2ccccc2)(c2ccccc2)c2ccccc2)cc1C	74	86	37	85	42	87	85	90	81
COc1ccc(COC(=O)Sc2nc(C)cc(C)n2)cc1	109	105	.	110	100	111	108	.	107
CCCCCC/C=C\CCCCCCCCOc1ccccc1CCOP(=O)(O)OCC[N+](C)(C)C	46	89	60	86	85	95	95	91	77
Cc1cc2nc3cc(C)c(N)cc3[n+](-c3ccccc3)c2cc1N	28	111	85	23	33	61	73	57	52
O=c1nc(Nc2cc(F)ccc2O)sc2ccccc12	81	88	105	76	96	110	101	102	78
O=C(O)c1cc2ccccc2nc1C(=O)O	101	109	92	100	94	109	101	105	84

# Some values from the results shown:
# CCCCCC/C=C\CCCCCCCCOc1ccccc1CCOP(=O)(O)OCC[N+](C)(C)C @ HT29: 60
# CNc1cc(=S)nc(N)[nH]1 @ SNB-75: 90
# Cc1cc(C[P+](c2ccccc2)(c2ccccc2)c2ccccc2)c(C[P+](c2ccccc2)(c2ccccc2)c2ccccc2)cc1C @ HCC-2998: 90
# Cc1cc2nc3cc(C)c(N)cc3[n+](-c3ccccc3)c2cc1N @ HCT-116: 33
# COc1ccc(COC(=O)Sc2nc(C)cc(C)n2)cc1 @ KM12: 109
# O=C(O)c1cc2ccccc2nc1C(=O)O @ SW-620: 101

# Continuation:
compound	KM12	HCT-15	HT29	SNB-19	HCT-116	COLO 205	SW-620	HCC-2998	SNB-75
Cc1ccnc(NC(c2cccc(OCc3ccccc3)c2)c2ccc3cccnc3c2O)c1 (centres undefined)	104	90	96	96	85	100	97	95	83
CSC(=Nc1ccc(N(C)C)cc1)NC#N	103	98	106	110	92	101	111	101	101
CCOC(=O)c1[nH]c2c(OCC)nc(OCC)nc2c1Br	128	98	.	99	111	121	112	113	87
CC(=Nc1ccccc1)C1=C(O)C(Cc2ccc(F)cc2)NC1=O (centres undefined)	25	23	2.8*	42	27	-52*	27	60	18
O=C(O)CSCSCC(=O)O	109	99	107	97	106	100	105	109	77
Clc1ccc2[nH]cc(-c3nn4cc(-c5ccncc5)nc4s3)c2c1	48	58	73	24	11	70	51	85	72
CC1=C(C(=O)OCc2ccccc2)C(c2ccc3c(c2)OCO3)n2c(nc3ccccc32)N1 (centres undefined)	17	30	14	42	19	37	18	56	-6.7*
Cc1[nH]c(C(=O)Nc2ccc(C(N)=O)c(OC(C)C)c2)c(Cl)c1Cl	92	83	95	93	92	117	103	128	117
O=[N+]([O-])c1cccc(C2NC(N3CCCCC3)=C(N3CCCCC3)c3c2sc2c(F)cccc32)c1 (centres undefined)	93	96	99	98	75	113	93	113	90
CCCCc1oc2ccc([N+](=O)[O-])cc2c1C(=O)c1ccc(C#Cc2ccc(CC)cc2)cc1	98	94	67	106	78	103	93	102	99
CC(=O)Nc1cccc(-c2[nH]c3ccccc3c2/C=N/NC(N)=O)c1	96	101	102	96	101	95	103	108	86
COC(=O)c1ccc(NC(N)=NCCC(C)(C)c2ccc(C(F)(F)F)cc2)nc1	.	38	12	60	8.2*	-71*	25	-54*	67

# Two of the compounds above, as labelled records.
CC(=O)Nc1cccc(-c2[nH]c3ccccc3c2/C=N/NC(N)=O)c1
  KM12 = 96
  HCT-15 = 101
  HT29 = 102
  SNB-19 = 96
  HCT-116 = 101
  COLO 205 = 95
  SW-620 = 103
  HCC-2998 = 108
  SNB-75 = 86

Cc1ccnc(NC(c2cccc(OCc3ccccc3)c2)c2ccc3cccnc3c2O)c1 (centres undefined)
  KM12 = 104
  HCT-15 = 90
  HT29 = 96
  SNB-19 = 96
  HCT-116 = 85
  COLO 205 = 100
  SW-620 = 97
  HCC-2998 = 95
  SNB-75 = 83

# Carrying on.
compound	KM12	HCT-15	HT29	SNB-19	HCT-116	COLO 205	SW-620	HCC-2998	SNB-75
O=C1Cc2cc(CCn3ccnc3)c(Cl)cc2N1	32	67	99	71	72	70	49	71	68
CCCCCCCCC(=O)Nc1ccccc1O	101	104	110	102	103	105	109	126	91
CCOC(=O)c1cc(CCCOc2ccc(-c3noc(C(F)(F)F)n3)cn2)on1	75	68	96	84	94	.	84	107	90
CCOC(=O)c1cc(C(=O)c2ccc(Br)cc2)n2ccc(-c3ccccn3)cc12	102	103	106	107	68	120	100	106	87
O=C(CCCCCCC(=O)Nc1ccc(C(=O)/C=C/c2cn(-c3ccccc3)nc2-c2ccc([N+](=O)[O-])cc2)cc1)NNc1ccccc1	102	100	100	95	96	104	98	101	100
O=C1/C(=C/c2cccc(O)c2)Oc2cc(O)ccc21	107	93	106	96	101	115	108	112	75
CC(=O)CC1CCCC1c1ccc2ccccc2c1 (centres undefined)	106	103	96	104	104	99	106	87	94
Cc1csc(N2N=C(c3cc4ccccc4o3)CC2c2c[nH]c3ccccc23)n1 (centres undefined)	93	89	81	101	81	.	90	97	92
N/N=C/c1ccc([N+](=O)[O-])cc1	100	102	96	103	105	118	100	102	102
NC(=N\N=C/Cc1ccccc1)/C(N)=N\N=C\Cc1ccccc1	104	95	120	97	108	117	104	.	98
CCOC(=O)c1c(NCC(=O)Nc2cccc([N+](=O)[O-])c2)sc(C(C)=O)c1C	-7.1*	-6.4*	-35*	9.5*	-14*	-43*	3.6*	-62*	-0.6*
Cc1ccc([N+]2=NOC(=O)C2S(=O)(=O)Nc2ccc(-n3c(-c4cccc(Br)c4)nc4ccccc4c3=O)cc2)cc1 (centres undefined)	94	107	108	105	105	104	106	.	77
COc1ccc(C(O)S(=O)(=O)O)cc1 (centres undefined)	104	107	91	109	107	109	103	103	89
NS(=O)(=O)c1ccc(NCC(=O)N=Nc2c(O)n(CC(=O)Nc3ccc(Br)cc3)c3ccccc23)cc1	23	104	109	45	91	139	109	91	83
CC(C)n1nc(C#Cc2cccc(NC(=O)c3cccc(C(F)(F)F)c3)c2)c2c(N)ncnc21	3.3*	-3.1*	-12*	5.8*	-51*	.	1.3*	2.9*	-66*
Cc1ccc(/C=C(/C2=NCCN2)n2cnc3ccccc32)cc1	105	94	112	103	101	115	112	108	96
COc1ccc([N+](=O)[O-])c(C)c1	107	104	106	107	105	111	102	102	89
CC/C(=C(/c1ccc(Cl)cc1)c1ccc(OCCCN(C)C)cc1)c1ccccc1	107	81	64	100	90	94	92	101	112
c1ccc(CNCCNCCNCc2ccccc2)cc1	113	114	109	106	101	108	105	112	94
Cc1ccc(-c2nc3nc(-c4ccccc4)nc(N(C)CC(O)C(O)C(O)C(O)CO)c3o2)cc1 (centres undefined)	99	104	103	93	101	109	105	102	79
COc1cc(C)ccc1Oc1nc(Nc2ccc(N3CCOCC3)cc2)ncc1N=Cc1cccc(OC(F)(F)F)c1	49	86	91	83	45	88	72	91	52
O=C(CSc1nnc(-c2ccc(Cl)cc2)n1-c1ccccc1)Nc1cccc(Cl)c1	72	79	72	80	13	82	50	84	42
O=C(Nc1ccc2ncnc(NNc3nc4ccccc4s3)c2c1)c1ccccc1	77	64	97	75	61	112	90	99	79
NS(=O)(=O)c1ccc(NC(=S)NC(=O)c2ccc(Cl)cc2)cc1	100	84	95	92	95	100	106	106	84
CCCCCCNC(=O)Oc1ccc(/C(=C(/C)c2ccc(Cl)cc2)c2ccc(OCCN3CCCC3)cc2)cc1	30	0.3*	-18*	45	-44*	-36*	-31*	37	67
CC1(C)CC[C@]23CC[C@]4(C)[C@H](CC[C@@H]5[C@@]6(C)CCC(=O)NC(C)(C)[C@@H]6CC[C@]54C)[C@H]2[C@H]1OC3	108	105	102	94	107	112	103	104	85
C=CC(=O)Nc1cccc(-c2nc(SC)nc(NCCc3ccc(OC)c(OC)c3)c2C#N)c1	65	52	78	72	31	78	81	87	38
Cn1c(O)c(N=Nc2ccc(S(N)(=O)=O)cc2)c2cc(Br)ccc21	106	101	93	91	98	108	96	106	105
Cc1cc(I)cc(I)c1O	103	107	99	105	107	120	104	103	98
NC(Cc1ccccc1F)C(=O)O (centres undefined)	114	103	.	98	105	117	110	117	.
O=C(Nc1ccccc1)Nc1ccc(Cl)c(Cl)c1	52	56	73	67	26	62	78	.	81
O=c1oc2ccccc2n2cc3ccccc3c12	95	98	92	76	89	101	102	.	93
O=C(Nc1ccc(F)c(C(=O)c2c[nH]c3ncccc23)c1F)Nc1cccc2ccccc12	99	99	114	99	97	113	127	144	.
O=C(NCCI)N(Cc1ccccc1)C(=O)SSCCc1ccccc1	107	90	114	99	95	120	104	108	94
COc1ccc(-c2cs/c(=N\N=C\c3cccc(F)c3)n2-c2ccccc2)cc1	66	31	66	77	33	58	73	86	99
Clc1nc2ccc(Br)cc2cc1Cn1nnnc1Cc1ccccc1	81	73	102	93	59	92	83	115	68
CC[C@@H](C(=O)[C@H](C)[C@H](O)[C@@H](C)[C@H]1O[C@H]([C@@H](CC)C(=O)N(CC)CC)CC[C@H]1C)C1O[C@]2(C=C[C@@H](O)[C@]3(CC[C@@](C)([C@H]4CC[C@](O)(CC)[C@H](C)O4)O3)O2)[C@H](C)C[C@@H]1C (some centres undefined)	30	9.2*	14	13	11	-20*	19	22	6.5*
COc1ccc(NC(=S)N(CCC#N)C2CCCCC2)cc1	112	101	108	107	95	118	116	110	83
O=C1CS/C(=N\Nc2cc(=O)[nH]c3ccccc23)N1c1ccccc1	99	95	99	91	90	105	93	96	.
CCN1C(=O)N(CC)C2C1NC(=O)N2/N=C/C=C/c1ccccc1 (centres undefined)	23	27	15	47	20	27	24	64	31
COc1cc(NC(=O)C2=C(C)NC(C)=C(C(=O)Nc3cc(OC)c(Cl)cc3OC)C2c2cccc([N+](=O)[O-])c2)c(OC)cc1Cl	18	14	41	.	24	50	46	16	45
CC1=C(C#N)c2nc3cnccc3c(=O)n2[C@]1(C)O	102	100	99	98	98	106	95	99	79
CCOC(=O)Nc1cc(-c2ccc(C)c(NS(C)(=O)=O)c2)nn2c(C)nnc12	12	10.0*	9.8*	39	16	3.4*	30	-58*	1.7*
O=C1NC(=O)c2c(Br)c(Br)c(Br)c(Br)c21	108&113	108&109	110&107	102&106	97&110	100&107	123&109	107&113	80&111
COc1nc(NC=O)cc(=O)n1C	112	98	117	93	107	125	106	101	91
Cc1c(-c2nnc(-c3cccc4ccccc34)o2)nnn1-c1ccc([N+](=O)[O-])cc1	90	103	107	95	53	100	91	112	98
COc1cccc(-c2nn(-c3ccccc3)cc2-c2ccncc2)c1	66	57	73	80	60	77	97	73	100
CC(C)[C@H](NC(=O)CSc1nnc(-c2ccc(NC(=O)c3cccnc3)cc2)o1)C(=O)O	104	105	107	100	103	111	109	113	101
COc1ccc(-n2nc(C)c3c(Nc4ccc(NC(=O)Nc5ccc(Cl)c(C(F)(F)F)c5)cc4)ncnc32)cc1	6.1*	-9.8*	1.6*	13	7.0*	-24*	14	16	-4.7*
Cc1cccc(OCC2CO2)c1 (centres undefined)	108	87	96	100	105	122	112	94	74
